# DNA FID counter = fluorescent intercalator displacement, NS3 helicase counter-screen | DNA fluorescent intercalator displacement, fluorescence | inhibition, % at 7.9 µM | 0.17% of 290,000 active; in the data active = inhibition above about 37%;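 note: 0% = vehicle and 100% = reference compound; higher means more ethidium bromide displaced from hairpin DNA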
# PHOSPHO1 inh = inhibitors of human PHOSPHO1 phosphatase; Q8TCT1; recombinant PHOSPHO1, absorbance phosphatase assay; inhibition, % at 13.3 µM; 1.1% of 290,000 active; AID 1565; in the data active = inhibition above about 60%
# VIM-2 inhibitor = blocks Pseudomonas aeruginosa VIM-2 metallo-beta-lactamase; inhibition, % at 5.6 µM; 0.89% of 290,000 active; AID 1527; purified VIM-2, nitrocefin hydrolysis, epi-absorbance fluorescence;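 active = inhibition above the mean of all tested compounds plus 3 SD, cutoff set per screening run, cut at about 7.5% in these data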;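 note: red hydrolysis product quenches plate fluorescence so inhibitors raise well fluorescence; 0% = enzyme with DMSO and 100% = DMSO without enzyme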
# IMP-1 inh = inhibitors of Pseudomonas aeruginosa IMP-1 metallo-beta-lactamase | 0.45% of 290,000 active | purified IMP-1, nitrocefin hydrolysis, epi-absorbance fluorescence | inhibition, % at 5.6 µM;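 active = inhibition above the mean plus 3 SD of all compounds in the same screening run, cut at about 4.5% in these data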;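 note: 0% = IMP-1 with DMSO and 100% = DMSO wells lacking enzyme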
#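 assay system = purified recombinant IMP-1 metallo-beta-lactamase enzyme | schedule = 15 min preincubation plus 25 min reaction at 25 °C | signal = Epi-absorbance fluorescence, 480 nm excitation, 530 nm emission | read-out basis = percent inhibition from optical density relative to buffer-blank wells | controls = IMP-1 with DMSO as 0%, enzyme-free DMSO as 100%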
# GPR7 antagonist = human neuropeptides B/W receptor 1 antagonism | P48145 | GPR7-expressing cells, fluorescence antagonist assay | inhibition, % at 4.4 µM | 1.1% of 290,000 active; in the data active = inhibition above about 16%, passing the limit was not always enough;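 note: cells stimulated with the agonist NPW; 0% = agonist with vehicle and 100% = vehicle without agonist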
# Target sequence (P48145 whole entry, looked up): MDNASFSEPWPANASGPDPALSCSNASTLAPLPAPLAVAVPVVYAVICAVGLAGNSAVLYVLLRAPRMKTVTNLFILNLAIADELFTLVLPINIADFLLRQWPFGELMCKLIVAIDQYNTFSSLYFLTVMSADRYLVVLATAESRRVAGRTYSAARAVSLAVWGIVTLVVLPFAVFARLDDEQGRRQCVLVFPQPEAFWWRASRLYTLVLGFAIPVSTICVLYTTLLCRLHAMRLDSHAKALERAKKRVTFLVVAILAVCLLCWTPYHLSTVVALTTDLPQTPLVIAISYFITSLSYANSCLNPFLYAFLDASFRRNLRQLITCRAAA
# NS3 helicase inh = blocks Hepatitis C virus NS3 helicase unwinding; NS3 helicase DNA unwinding, Cy5 molecular beacon fluorescence; inhibition, % at 10.9 µM; 0.56% of 290,000 active;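 active = inhibition above the mean of all tested compounds plus 3 SD, set per campaign, cut at about 35% in these data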;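 note: 0% = DMSO wells and 100% = thioflavine S control wells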
#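 System: Hepatitis C virus NS3 helicase domain fragment enzyme | Reagent: Annealed dual-labelled DNA beacon duplex, ATP-started | Compound dosing: 10.9 µM single point, 0.8% DMSO | Incubation: 1 h reaction at 25 °C, ATP-initiated | Technique: Cy5 fluorescence | Evaluation: Percent inhibition from t60/t0 fluorescence ratio | Benchmarks: Low DMSO, high thioflavine S at 110 µM | Replication: Singlicate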
# GalR3 antagonist = blocks the human galanin receptor 3; 0.44% of 360,000 active; O60755; HEK293 GalR3-CNG cAMP membrane potential fluorescence; galR3 body fused to GalR1 C-terminus; inhibition, % at 3 µM;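 active = inhibition above the screen-wide average plus 3 SD, cut at about 13% in these data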;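 note: forskolin and galanin both at EC90 stimulate the cells; cAMP rise reported by CNG channel membrane potential dye signal; 0% = forskolin plus galanin with DMSO and 100% = forskolin alone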
# Target sequence (O60755 1-299 limits assumed): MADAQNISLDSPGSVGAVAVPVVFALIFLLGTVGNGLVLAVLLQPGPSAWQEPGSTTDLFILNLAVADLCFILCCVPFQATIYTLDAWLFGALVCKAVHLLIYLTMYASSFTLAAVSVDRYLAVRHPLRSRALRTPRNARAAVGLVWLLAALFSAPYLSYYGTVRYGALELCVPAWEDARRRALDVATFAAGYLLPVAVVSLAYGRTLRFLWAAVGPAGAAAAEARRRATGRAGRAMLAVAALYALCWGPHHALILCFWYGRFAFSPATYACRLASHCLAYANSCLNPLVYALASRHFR
# V1aR counter = activates human V1a receptor in oxytocin agonist counter-screen | P37288 | CHO-V1R cells, Fluo-8 calcium fluorescence, agonist mode; 0% DMSO, 100% 3 nM vasopressin | activation, % at 3 µM | 0.25% of 320,000 active;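 active = activation above the mean activation of all tested compounds plus 3 SD, per screening run, cut at about 20% in these data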;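 note: signal is peak over basal fluorescence ratio across a 100 second FLIPR read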
# Target sequence (P37288 whole entry, looked up): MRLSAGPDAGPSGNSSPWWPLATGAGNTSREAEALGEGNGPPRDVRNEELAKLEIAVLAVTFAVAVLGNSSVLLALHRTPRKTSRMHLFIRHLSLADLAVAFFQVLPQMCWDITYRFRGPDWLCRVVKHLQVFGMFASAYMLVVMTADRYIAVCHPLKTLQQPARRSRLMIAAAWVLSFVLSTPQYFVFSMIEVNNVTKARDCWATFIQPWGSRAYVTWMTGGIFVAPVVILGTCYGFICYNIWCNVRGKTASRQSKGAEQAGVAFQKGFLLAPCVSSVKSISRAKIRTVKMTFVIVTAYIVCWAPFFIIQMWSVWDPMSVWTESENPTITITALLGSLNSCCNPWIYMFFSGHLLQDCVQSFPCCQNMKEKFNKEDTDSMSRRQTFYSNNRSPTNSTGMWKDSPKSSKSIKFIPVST
# OXTR agonist = human OXTR agonism; 0.32% of 320,000 active; P30559; activation, % at 3 µM; CHO-OTR cells, Fluo-8 calcium fluorescence; normalized: DMSO 0%, oxytocin 100%; AID 2435;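 active = activation above the mean of all tested compounds plus 3 SD, cutoff set per screening run, cut at about 20% in these data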;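 note: peak over basal fluorescence ratio from a 100 s FLIPR kinetic read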
# Active calls of the source: *; nt = no result given. Compounds were not picked by outcome (roughly 4.3% active in at least one column).
smiles	DNA FID counter	PHOSPHO1 inh	VIM-2 inhibitor	IMP-1 inh	GPR7 antagonist	NS3 helicase inh	GalR3 antagonist	V1aR counter	OXTR agonist
CC(/C=N/NC(=O)c1sc(N)nc1C)=C\c1ccccc1	-9	33	-4.9	-2.8	-11	-7	-3	0.4	0.2
CCOC(=O)COc1c(OC)cc(Cl)cc1C1NC(=O)NC(C)=C1C(C)=O (stereo not given)	-16	-50	-0.4	-0.3	-3	6	-2	-1.1	-1.2
Cc1nc(C(N)=O)c(N)n1CCc1ccccc1	-5	42	-2.2	-2.4	0	-5	0	0.7	0.2
Cc1cc(NC(=O)CCC(=O)N(c2cccnc2)C(C(=O)NC2CCCC2)c2ccccc2F)no1 (stereo not given)	-24	8	-3.0	-2.9	-9	4	-4	-1.4	-0.8
Cc1cccc(NC(=O)c2cc(C)nc3ccccc23)c1	-12	39	-0.8	-1.8	18	-11	-12	-0.4	-0.1
COc1ccc(-c2nn(-c3ccccc3F)cc2CNCCn2nc(C)cc2C)cc1	30	2	0.3	-2.6	13	-59	-6	2.6	1.0
COc1ccc(-c2cc3ccccc3oc2=O)cc1NC(=O)c1ccc([N+](=O)[O-])o1	4	14	-2.1	-2.1	-11	3	-7	-0.7	-1.2
O=C1COCCOCCOCC(=O)NCCN1	-5	-1	-2.9	-0.7	-18	3	-3	1.7	1.0
COC(=O)[C@H](CCSC)NC(=O)Nc1ccc(OC)c(Cl)c1	0	9	1.6	2.2	13	0	-4	0.1	-0.7
Cc1cccc(OCC(=O)O/N=C(\N)c2ccncc2)c1	-20	23	-2.9	-2.4	-2	-11	-1	5.1	1.4
COc1ccc(-c2c(C)c3ccc(OCC(C)=O)cc3oc2=O)cc1	-20	36	1.9	0.7	10	-16	nt	8.4	8.9
S=C(NCCc1cnc[nH]1)NC1CCCC1	4	-24	-3.2	-4.9	-4	3	-5	-0.3	1.6
COc1ccccc1N1CCN(S(=O)(=O)CCNC(=O)c2cc(=O)c3ccccc3o2)CC1	-38	7	-2.4	-2.9	-14	-6	-8	2.2	-0.7
CN(NC(=O)Nc1ccc(Cl)cc1)c1c(Cl)c(Cl)nn1C	-5	20	1.3	-4.2	6	-8	0	-0.1	-1.5
C=CCSc1nc2c(c(=N)n1CC=C)C1CCCC1S2 (stereo not given)	-5	5	-0.6	-2.0	14	3	-5	-0.9	-1.7
Cc1cc(C)c(C(N)=O)c(Cl)n1	13	12	-2.9	-2.0	-12	14	-7	0.3	0.4
O=C(O)CN1C(=O)C2C3C=CC(C2C1=O)C1C(=O)N(CC(=O)O)C(=O)C31 (stereo not given)	10	24	-3.1	-1.5	-6	1	-4	1.5	-0.1
CCCCN1Cc2c(nc3cc(-c4ccccc4)[nH]n3c2=O)C1=O	-12	42	-1.9	-2.7	-9	10	0	-0.8	-1.0
O=C(N/N=C/c1c[nH]c2ccccc12)c1ccc2c(c1)OCCO2	-7	44	-4.2	-2.5	-1	-8	-6	0.7	-0.6
COc1cccc(CNC(=O)CCCN2C(=O)C(c3ccccc3)Oc3cccnc32)c1OC (stereo not given)	-52	13	-1.1	-1.2	-3	7	-3	4.0	3.4
COc1cc(C(C)=O)ccc1OCC(O)Cn1nc(C)c(Br)c1C (stereo not given)	-35	-1	-2.1	-2.6	-1	12	-8	nt	nt
O=C(CN1C(=O)NC2(CCCc3ccccc32)C1=O)Nc1cccc(S(=O)(=O)N2CCCCC2)c1 (stereo not given)	-23	-10	-1.8	-3.7	0	-13	-5	0.5	-0.6
O=C(OCC(=O)N1CCN(C(=O)c2ccco2)CC1)c1ccccc1OCc1ccccc1	-22	-14	-3.1	-3.0	-10	-4	0	-0.9	-1.9
Cc1ccc(OCC(=O)Nc2ccon2)c([N+](=O)[O-])c1	0	-16	0.0	-2.5	-9	7	-4	-1.3	0.1
Cc1cc(C)n(-c2nnc(C)n2/N=C/c2ccccc2OCc2ccccc2Cl)n1	-12	-10	-2.5	-4.0	3	-1	-8	-0.8	-2.4

smiles	DNA FID counter	PHOSPHO1 inh	VIM-2 inhibitor	IMP-1 inh	GPR7 antagonist	NS3 helicase inh	GalR3 antagonist	V1aR counter	OXTR agonist
O=C(Nc1ccncc1)C1CCCN(S(=O)(=O)c2cccc3cccnc23)C1 (stereo not given)	4	-2	-3.8	-2.8	11	9	0	3.1	-0.7
COCC(=O)N(C)CC1CCCN(CCc2ccccc2OC)C1 (stereo not given)	-3	45	1.4	0.9	-4	4	4	-0.1	0.7
O=C(CN1C(=O)C2C3C=CC(C3)C2C1=O)OCC(=O)c1ccc(Cl)c([N+](=O)[O-])c1 (stereo not given)	-5	-1	0.7	-2.4	-1	11	-3	6.1	4.5
CCOC(=O)C(NC(=O)c1ccc(F)cc1)(Nc1sc2c(c1C(N)=O)CCC2)C(F)(F)F (stereo not given)	-7	22	0.4	-3.9	-9	9	1	-0.2	-0.5
O=C1c2ccccc2C(=O)N1CC1=CCS(=O)(=O)C1	3	-8	-3.0	-4.0	-16	5	-1	0.6	0.6
Cc1ccc2oc(=O)c(/C=C(\O)c3ccccc3)nc2c1	-11	-20	-2.2	-1.1	-21	8	-4	0.8	1.0
Cc1cccc(N2CC(O)=C(c3nc4ccccc4n3C)C2=N)c1	-10	16	-4.7	-2.8	-1	-20	-5	-1.0	-0.2
Cn1nnc(NC(=S)NC(=O)c2cccc3c(Cl)cccc23)n1	-30	23	-6.5	-2.2	2	-2	-8	3.2	3.5
CC(/C=N\NC(=O)CN1CCN(S(=O)(=O)c2ccc(C)cc2)CC1)=C\c1ccccc1	-6	-26	-0.8	-2.0	-8	9	-2	4.0	1.9
Cc1ccc2nc(-c3ccc(S(=O)(=O)N4CCCCC4)cc3)cn2c1	-2	36	-1.1	2.1	0	-1	-1	0.7	-1.6
Cc1cc(C)n(-c2cc(N3CCOCC3)nc(-c3ccccc3)n2)n1	-2	4	-1.6	-3.1	-6	4	-5	-2.1	-1.3
CCNC(=O)c1c(O)c2cccc3c2n(c1=O)CC3	2	-38	1.8	-2.7	-7	-7	3	0.1	-1.0
COc1ccccc1CNC(=O)c1ccc2nc3[nH]c4ccccc4c3nc2c1	-3	9	-1.1	-1.1	-12	-18	8	-1.9	-3.2
O=C(O)CCc1nn2c3ccccc3n(CC(=O)c3cccs3)c2nc1=O	-9	16	-2.0	-2.9	-12	7	-3	0.8	-0.7
O=S(=O)(/C=C/c1ccccc1)N1CCOCC1	-2	nt	-3.0	-2.0	-8	-3	-7	0.8	-0.1
Cc1cccc(OCC(=O)Nc2ccccc2N2CCN(C)CC2)c1	3	32	-2.2	-1.7	31*	7	-3	1.8	-0.4
COc1cccc(S(=O)(=O)Nc2ccc3sc(C)nc3c2)c1	-13	25	-4.7	-1.7	-13	4	-5	4.3	6.6
Cc1ccc(CN2C3=NCCN3c3ccccc32)cc1	6	42	-1.9	-1.8	-1	5	-7	1.1	2.5
O=[N+]([O-])c1ccccc1OCCCN1CCc2ccccc2C1	8	34	-1.9	-2.6	-15	-4	-9	-1.3	-0.4
CC(C)(C)c1nc2ccccc2c2nnc(SCC(=O)NCc3ccco3)n12	-34	-2	-1.0	-1.6	-10	9	-4	-1.3	-1.4
CNC(=O)c1cc(S(=O)(=O)N2CC(C)OC(C)C2)ccc1N1CCOCC1 (stereo not given)	-8	nt	-0.2	-0.9	-13	0	1	nt	nt
CCCC(=O)n1nc(-c2cccnc2)nc1NCc1ccc(OC)cc1	1	-19	-3.7	-3.0	-6	9	0	nt	nt
COc1ccc([N+](=O)[O-])cc1NC1C2CC3CC(C2)CC1C3 (stereo not given)	9	38	-1.1	-0.2	2	4	-5	0.2	-0.4
Cc1ccc(/C=C(\C#N)C(=O)Nc2cccc(C)n2)cc1	-4	43	-3.9	-1.6	-7	-4	-10	-0.9	-1.5
CCN(CC)CCCNC(=O)c1cc(-c2ccc(O)cc2)on1	4	-4	-4.2	-1.2	-8	2	nt	2.8	0.1

smiles	DNA FID counter	PHOSPHO1 inh	VIM-2 inhibitor	IMP-1 inh	GPR7 antagonist	NS3 helicase inh	GalR3 antagonist	V1aR counter	OXTR agonist
COc1ccc([C@H]2[C@H](C(=O)C(C)(C)C)N3N=Cc4ccccc4C3[C@]23N=C(c2ccccc2)OC3=O)cc1 (stereo not given in full)	-28	-5	-1.4	-1.9	-7	13	-5	-0.9	-1.0
CC(C)NC(=O)CCCc1ccccc1	-4	10	-5.5	-4.2	-14	-5	-5	0.6	-0.4
COc1ccccc1NC(=O)Nc1ccc2c(c1)nc(C)n2C	10	37	-0.1	-4.3	-1	6	6	-0.1	0.9
CCOC(=O)C(NC(=O)c1cccc(Cl)c1)(Nc1sc2c(c1C(N)=O)CCC2)C(F)(F)F (stereo not given)	-2	4	-3.0	-3.1	-5	10	1	0.2	-1.3
Cc1ccc(C(=O)NCC(=O)NCC(=O)OCC(=O)c2ccc(F)cc2)cc1	-3	-13	0.2	-2.0	-5	-1	-2	0.0	-0.1
C=C1C(=O)O[C@@H]2C[C@@H](C)[C@@H]3C=CC(=O)[C@@]3(C)[C@@H](OC(C)=O)[C@H]12	nt	40	nt	nt	nt	nt	-4	1.5	-0.5
Cc1oc(-c2ccccc2Cl)nc1CS(=O)CC(=O)NCc1ccc(Cl)cc1 (stereo not given)	-44	-22	-1.9	-0.1	0	-1	-8	2.6	1.1
CCc1nnc(NC(=O)Cc2ccc(Br)cc2)s1	0	47	-0.5	-1.0	0	3	-3	2.1	1.3
N#Cc1c(-c2ccccc2)cc2nc3ccccc3n2c1N	1	-3	-0.8	0.6	-4	0	-3	-1.1	-2.2
COc1ccc(-c2[nH]nc(-c3ccccc3)c2-c2nc3ccccc3[nH]2)cc1	-14	37	-1.7	-2.3	-4	-16	-2	3.0	0.1
Cc1ccc(C)c(OCCN2C(=O)NC3(CCc4ccccc4C3)C2=O)c1 (stereo not given)	-38	-8	-2.8	-3.6	3	-15	-5	0.0	-1.9
COc1ccccc1NC(=O)NC1(C(=O)N2CCC(C)CC2)CCCCC1	-24	31	-2.1	-4.0	-5	6	-2	-1.1	-0.5
COc1cc(/C=N/NC(=O)C(=O)NCc2ccco2)cc(Br)c1O	-8	85*	-5.5	-0.5	-9	0	-6	-0.1	-2.6
CC1(c2ccccc2)O[C@@H]2C[C@H]3[C@@H]4CCC5=CC(=O)C=C[C@]5(C)[C@@]4(F)[C@@H](O)C[C@]3(C)[C@]2(C(=O)CO)O1 (stereo not given in full)	-29	20	-3.3	-5.0	1	10	-7	0.8	4.0
CCOC(=O)CNC(=O)CSc1nnc(SCC(=O)NCC(=O)OCC)s1	2	35	-5.0	-1.7	-15	-9	-3	1.0	-0.7
COCCCNC(=O)c1cc2c(-c3ccc(Cl)cc3)nn(C)c2s1	-17	-26	-5.2	-2.1	-7	3	0	0.1	-0.7
Cc1cc(S(=O)(=O)N2CCN(C(=O)CCC(=O)N3CCOCC3)CC2)ccc1Br	-18	25	0.9	-1.4	-17	-2	1	0.1	0.6
